FID counter: fluorescent intercalator displacement, NS3 helicase counter-screen. DNA fluorescent intercalator displacement, fluorescence. inhibition, % at 7.9 µM. actives 0.17% (n = 290,000); in the data active = inhibition above about 37%;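 also: 0% = vehicle and 100% = reference compound; higher means more ethidium bromide displaced from hairpin DNA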
IMP-1 inhibitor: blocks Pseudomonas aeruginosa IMP-1 metallo-beta-lactamase. AID 1556. inhibition, % at 5.6 µM. actives 0.45% (n = 290,000). purified IMP-1, nitrocefin hydrolysis, epi-absorbance fluorescence;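 active = inhibition above the mean plus 3 SD of all compounds in the same screening run, cut at about 4.5% in these data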;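 also: 0% = IMP-1 with DMSO and 100% = DMSO wells lacking enzyme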
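Assay system: purified IMP-1; Quantity: IMP-1 0.2 nM before substrate addition; Medium: HEPES buffer pH 7.1 with ZnSO4 and Brij 35; Incubation: 15 min enzyme–compound preincubation, then 25 min nitrocefin reaction, 25 °C; Signal: fluorescence quenching readout, ex 480/em 530 nm; Controls: DMSO with and without IMP-1; Repeats: singlicate testing.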
GalR3 antagonist: blocks the human galanin receptor 3 | HEK293 GalR3-CNG cAMP membrane potential fluorescence; galR3 body fused to GalR1 C-terminus | inhibition, % at 3 µM | actives 0.44% (n = 360,000) | AID 651719;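 active = inhibition above the screen-wide average plus 3 SD, cut at about 13% in these data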;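 also: forskolin and galanin both at EC90 stimulate the cells; cAMP rise reported by CNG channel membrane potential dye signal; 0% = forskolin plus galanin with DMSO and 100% = forskolin alone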
Target sequence (O60755 1-299 limits assumed): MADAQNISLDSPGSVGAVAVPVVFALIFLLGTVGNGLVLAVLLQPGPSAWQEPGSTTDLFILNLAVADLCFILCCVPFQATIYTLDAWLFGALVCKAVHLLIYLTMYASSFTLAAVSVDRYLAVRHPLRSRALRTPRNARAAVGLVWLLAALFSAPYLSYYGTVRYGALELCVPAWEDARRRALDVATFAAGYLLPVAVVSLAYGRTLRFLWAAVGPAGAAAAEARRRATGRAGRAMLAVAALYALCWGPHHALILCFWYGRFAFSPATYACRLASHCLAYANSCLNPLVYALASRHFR
HCV NS3 hel inh: inhibitors of Hepatitis C virus NS3 helicase; NS3 helicase DNA unwinding, Cy5 molecular beacon fluorescence; inhibition, % at 10.9 µM; actives 0.56% (n = 290,000); AID 1800;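 active = inhibition above the mean of all tested compounds plus 3 SD, set per campaign, cut at about 35% in these data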;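 also: 0% = DMSO wells and 100% = thioflavine S control wells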
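System: Hepatitis C virus NS3 helicase domain fragment enzyme | Reagent: Annealed dual-labelled DNA beacon duplex, ATP-started | Compound dosing: 10.9 µM single point, 0.8% DMSO | Incubation: 1 h reaction at 25 °C, ATP-initiated | Technique: Cy5 fluorescence | Evaluation: Percent inhibition from t60/t0 fluorescence ratio | Benchmarks: Low DMSO, high thioflavine S at 110 µM | Replication: Singlicate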
OXTR agonist: activates the human oxytocin receptor; P30559; CHO-OTR cells, Fluo-8 calcium fluorescence; normalized: DMSO 0%, oxytocin 100%; activation, % at 3 µM; actives 0.32% (n = 320,000); AID 2435;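 active = activation above the mean of all tested compounds plus 3 SD, cutoff set per screening run, cut at about 20% in these data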;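 also: peak over basal fluorescence ratio from a 100 s FLIPR kinetic read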
Target sequence (P30559 whole entry, looked up): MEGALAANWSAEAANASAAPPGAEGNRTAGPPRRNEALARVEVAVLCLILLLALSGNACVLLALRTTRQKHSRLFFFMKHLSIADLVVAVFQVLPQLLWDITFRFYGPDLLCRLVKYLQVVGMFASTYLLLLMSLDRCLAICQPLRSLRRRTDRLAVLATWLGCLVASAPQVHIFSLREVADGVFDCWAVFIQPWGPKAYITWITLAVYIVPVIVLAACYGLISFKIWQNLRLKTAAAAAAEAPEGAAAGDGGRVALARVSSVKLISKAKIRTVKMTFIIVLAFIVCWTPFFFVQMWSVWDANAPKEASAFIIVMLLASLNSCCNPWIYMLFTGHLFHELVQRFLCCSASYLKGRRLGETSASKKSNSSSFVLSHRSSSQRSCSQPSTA
VIM-2 inhibitor: blocks Pseudomonas aeruginosa VIM-2 metallo-beta-lactamase; purified VIM-2, nitrocefin hydrolysis, epi-absorbance fluorescence; inhibition, % at 5.6 µM; actives 0.89% (n = 290,000); AID 1527;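 active = inhibition above the mean of all tested compounds plus 3 SD, cutoff set per screening run, cut at about 7.5% in these data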;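 also: red hydrolysis product quenches plate fluorescence so inhibitors raise well fluorescence; 0% = enzyme with DMSO and 100% = DMSO without enzyme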
GPR7 antagonist: human neuropeptides B/W receptor 1 antagonism. GPR7-expressing cells, fluorescence antagonist assay. inhibition, % at 4.4 µM. actives 1.1% (n = 290,000). AID 1861; in the data active = inhibition above about 16%, passing the limit was not always enough;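 also: cells stimulated with the agonist NPW; 0% = agonist with vehicle and 100% = vehicle without agonist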
V1aR counter: activates human V1a receptor in oxytocin agonist counter-screen | P37288 | actives 0.25% (n = 320,000) | CHO-V1R cells, Fluo-8 calcium fluorescence, agonist mode; 0% DMSO, 100% 3 nM vasopressin | AID 2797 | activation, % at 3 µM;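 active = activation above the mean activation of all tested compounds plus 3 SD, per screening run, cut at about 20% in these data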;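 also: signal is peak over basal fluorescence ratio across a 100 second FLIPR read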
PHOSPHO1 block: PHOSPHO1 (human) inhibition; Q8TCT1; recombinant PHOSPHO1, absorbance phosphatase assay; inhibition, % at 13.3 µM; actives 1.1% (n = 290,000); in the data active = inhibition above about 60%
Target sequence (Q8TCT1 whole entry, looked up): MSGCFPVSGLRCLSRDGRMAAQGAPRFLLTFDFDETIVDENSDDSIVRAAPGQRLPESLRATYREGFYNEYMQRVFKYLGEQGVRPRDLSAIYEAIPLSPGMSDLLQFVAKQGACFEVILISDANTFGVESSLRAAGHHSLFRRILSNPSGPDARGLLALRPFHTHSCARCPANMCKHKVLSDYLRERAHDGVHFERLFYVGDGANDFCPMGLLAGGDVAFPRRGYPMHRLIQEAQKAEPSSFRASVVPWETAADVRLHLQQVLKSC
* hit, by the source's call; · = not tested or not shown; & = joins results of further samples.

Order of values – FID counter, IMP-1 inhibitor, GalR3 antagonist, HCV NS3 hel inh, OXTR agonist, VIM-2 inhibitor, GPR7 antagonist, V1aR counter, PHOSPHO1 block
#1 CC1(C)CC(=O)c2cn3c(nc2C1)nc1ccccc13
→ -7, -4.3, -8, 3, -1.1, -3.1, -13, 0.2, -12
#2 CCC(=O)c1ccc(N2CCN(C(=O)COc3ccc(F)cc3)CC2)c(F)c1
→ -14, -4.6, -3, 4, 8.5, -5.6, 10, 7.9, 19
#3 Fc1cc2nccnc2cc1N1CCSCC1
→ -3, -1.2, -7, 12, -0.1, -3.9, 2, -0.5, 48
#4 CC1=C(C(=O)Nc2ccccc2)C(c2ccc(C)o2)n2c(s/c(=C\c3ccco3)c2=O)=N1 (stereo unspecified)
→ -20, 0.4, 4, 30, ·, -2.2, -6, ·, -62
#5 CCCCOC(=O)n1c(SCC(=O)N(CC)CC)nc2ccccc21
→ -30, -4.6, -9, 7, -1.7, -7.6, 12, 3.0, 14
#6 O=C(Nc1ccc(F)cc1)c1ccc2ncsc2c1
→ -5, -4.3, -10, 8, -0.1, -2.6, -11, 1.8, 39
#7 O=C(NCc1ccccn1)c1cc2cc(Br)ccc2oc1=O
→ -2, -0.6, ·, -6, 0.1, -0.8, -14, 0.2, -7
#8 CCN(CC)c1nc(Oc2ccc(=O)[nH]n2)nc(N2CCOCC2)n1
→ -11, -4.2, -6, 3, -0.1, 0.3, -9, -0.3, -2
#9 O=C(CSc1ccc(-c2ccccn2)nn1)NC1CCCC1
→ -3, -6.5, -1, 2, -0.7, -3.3, -4, -1.2, -98
#10 O=[N+]([O-])c1ccccc1S(=O)(=O)NCCc1ccncc1
→ 2, -1.9, -1, 5, 1.1, 0.6, -17, -0.4, 16
#11 Cc1cc(N2CCN(c3ccccc3)CC2)nc2ccccc12
→ -9, -3.3, -2, -9, 0.4, -1.8, -6, 4.1, 47
#12 COc1ccc(C(=O)/C=C/c2ccc(OC)c(COc3ccc(F)cc3)c2)cc1
→ 6, -1.3, -3, 2, 0.3, 0.1, -4, -0.1, 11
#13 N/C(=N\OC(=O)Cc1ccc([N+](=O)[O-])cc1)c1ccccn1
→ -1, -2.6, -3, 6, ·, -4.0, 2, ·, 44
#14 Cc1ccc(CSc2nc3nc(C)cc(C)c3c(=O)[nH]2)cc1
→ -19, -2.1, 3, 1, -0.2, 1.9, -3, 1.4, 0
#15 COC(=O)C1=C(C)N(Cc2ccccc2)C(=NCCCCO)N[C@H]1c1ccccc1
→ 26, 0.3, ·, -37, 0.7, -0.4, 16, 0.8, -52
#16 CC(C)OC(=O)Cc1nc2sc(-c3ccccc3)cc2c(=O)[nH]1
→ -19, -1.3, -3, 1, 0.8, -0.7, 10, 1.9, -11
#17 Cc1ccc(-n2ncc3c2CC(C)(C)CC3NC(=O)CCn2cncn2)cc1 (stereo unspecified)
→ -35, -2.1, 3, -2, ·, -3.6, -15, ·, -12
#18 CCN(CC)CCCNc1oc(-c2ccc(OC)c(OC)c2)nc1C#N
→ 16, -1.1, -2, -3, 0.0, 3.6, -14, -0.5, -16
#19 Cc1c(-c2cccs2)[n+](=O)c2c(n1[O-])CCC2
→ 2, -1.9, 2, 2, 0.3, -0.9, -2, 0.9, 47
#20 Cc1ccccc1/C=N/NC(=O)Cn1nnc(N)n1
→ 0, -3.4, -3, 8, 1.1, -5.0, -1, 1.2, -9
#21 COc1ccc(C(=O)Nc2ccc(/C(C)=N/NC(=O)c3ccccc3O)cc2)cc1OC
→ -13, -0.2, 7, 8, -1.3, 0.5, 5, 0.5, 5
#22 Cc1ccc(S(=O)(=O)N2CCN(CC(O)c3ccccc3)CC2)cc1C (stereo unspecified)
→ -3, -2.0, -2, 9, -0.8, 0.0, 2, -0.4, 48
#23 CCOC(=O)C1=C(c2ccccc2)NC(=O)NC1c1cc(Cl)c(O)c(OC)c1 (stereo unspecified)
→ -11, -2.1, -1, 3, -0.2, -1.9, -18, 1.9, -15
#24 O=C(Nc1ccc(Cl)cc1C(=O)Nc1ccccn1)c1ccco1
→ -8, -1.2, -5, 5, -1.8, -1.8, -12, -1.4, -10
#25 COc1ccc(-c2[nH]ncc2-c2nc(C)cs2)c(O)c1
→ -13, -2.2, -5, -3, 3.2, -3.1, -3, 2.5, 20
#26 O=C(NCc1ccc2c(c1)OCO2)c1cccc([N+](=O)[O-])c1
→ 6, -3.0, 2, 3, -0.6, -2.0, -7, 0.1, -2
#27 Nc1cc(-c2ccccc2)nn1S(=O)(=O)c1ccc(F)cc1
→ -3, 3.4, -6, -16, 1.8, 1.6, -2, 4.1, -5
#28 O=C(NC(=S)Nc1ccccc1Cl)C1CC1
→ -1, 0.3, -3, -6, -1.9, 0.7, -7, 3.1, 33
#29 CCOC(=O)C1(CCCc2ccccc2)CCN(C(=O)c2ccoc2)CC1
→ -30, -3.1, -6, -2, -1.6, -3.1, -3, 0.7, 23
#30 O=C(CN1C(=O)S/C(=C\c2ccc(-c3cc(C(=O)O)ccc3Cl)o2)C1=O)Nc1ccc2c(c1)OCO2
→ -19, 17*, -3, 18, ·, -1.8, -5, ·, 8
#31 COc1ccc(C)cc1NC(=O)CN1CCN(S(=O)(=O)c2ccc(Br)cc2)CC1
→ -3, -1.7, 2, 8, -0.4, -0.5, -5, -0.3, 30
#32 NC(=O)NCc1ccccc1Cl
→ 5, -3.3, 1, 1, 1.3, -2.9, -13, 0.2, -84
#33 O=C(CCc1nc(-c2ccccc2F)no1)NCCc1ccccc1Cl
→ -17, -3.5, -4, -10, 1.6, -2.2, -4, 5.9, -4
#34 CC(=O)NCCc1nc2cc(NC(=O)c3ccccc3C)ccc2n1C
→ -9, -3.3, -2, -8, 0.4, -1.2, -8, 0.2, 24
#35 CCn1c(SCC(=O)Nc2ccc3c(c2)OCCO3)nnc1-c1cccs1
→ -14, -3.6, -4, 15, -1.9, 0.9, -3, -0.9, -4
#36 Cc1ccc(P(=O)(OCCN2CCOCC2)C(C)(C)C)o1 (stereo unspecified)
→ 1, -1.2, 1, 2, 0.2, 0.8, -13, 0.6, 0
#37 COc1cc(C2C(C#N)=C(N)Oc3c2c(-c2ccccc2)nn3-c2ccccc2)cc(OC)c1OC (stereo unspecified)
→ -8, -1.6, -12, 6, 9.5, -1.9, 14, 9.7, -15
#38 CC(C)C(c1nnnn1CCc1ccccc1)N1CCSCC1 (stereo unspecified)
→ -27, -4.9, -3, 4, -2.9, -1.0, 7, -1.2, 1
#39 Cc1ccc(S(=O)(=O)N(CCC(=O)Nc2ccc(OC(F)(F)F)cc2)c2ccccc2)cc1
→ -6, -1.3, -2, -17, -1.4, -1.1, -11, 0.2, -3
#40 Cc1ccccc1/C=C\c1nc2ccccc2c(=O)[nH]1
→ -4, -3.2, -3, 4, -0.5, -1.6, -3, -0.1, 20
#41 CCOC(=O)c1[nH]c2ccccc2c1NC(=O)COC
→ -2, -0.7, -1, 5, -0.8, -2.3, -2, -0.5, -1
#42 Cn1nc(C(C)(C)C)c([N+](=O)[O-])c1C(=O)NC1CCCCC1
→ -6, -3.9, 1, -3, 0.2, -6.5, -21, 0.9, 18
#43 CCc1nc2c(c(=O)c3ccccc3n2C)c(=O)n1CCc1ccc(OC)cc1
→ 1, -1.4, ·, 6, 1.2, 2.9, 0, 1.6, -1
#44 O=C1CCN(Cc2ccc(O)cc2)CCN1CCO
→ -6, -4.1, -5&-4, 3, 0.5, -1.1, -7, 0.5, -13
#45 O=C(CN1CCCC1)Nc1c2c(cc3c1CCC3)CCC2
→ 7, -3.4, 0, -5, 1.7, -3.5, 5, 1.2, 14
#46 O=C(c1ccc(Cl)c(Cl)c1)N1CCC(=O)N(C(COCc2cccc(Cl)c2)Cc2ccccc2)CC1 (stereo unspecified)
→ -25, -3.6, -3, -17, 1.7, -1.8, -6, 3.3, 4
#47 Clc1ccc2nc(CN3CCCc4ccccc43)cn2c1
→ 1, -2.9, 1, -22, -2.9, -2.7, 2, 2.2, 18
#48 O=C(Oc1ccc2c(c1)OCC2=O)c1ccc(Cl)cc1
→ -3, -1.0, 4, -3, -0.8, -4.5, 8, -0.7, 21
#49 CCCNC(=O)Cn1cccc1C(=O)c1ccccc1
→ -2, -0.4, -2, -6, 1.3, 0.5, 1, -0.5, 5
#50 Cn1nnc2cc(C(=O)N3CCN(c4ccccn4)CC3)ccc21
→ -7, -3.3, -4, 1, 0.7, -4.2, 6, 0.5, 28
#51 O=C(NCc1ccccc1)C1CC(=O)N(C2CCCCC2)C1 (stereo unspecified)
→ -11, -3.2, -1, 7, -1.0, -3.2, -4, 0.1, 13
#52 CCOC(=O)C1(Cc2ccccc2C)CCCN(C(=O)c2ccc(CSC)o2)C1 (stereo unspecified)
→ -61, -1.2, -6, -9, -1.2, 1.3, 7, -0.1, 32
#53 Cc1c(C(c2cc3c(cc2Br)OCO3)c2c(C)n(C)n(-c3ccccc3)c2=O)c(=O)n(-c2ccccc2)n1C
→ -30, -3.2, -9, 8, -0.1, -8.7, 17, 0.0, 18
#54 O=S1(=O)CCOC[C@H](c2ccccc2)N1Cc1cccc(Cl)c1
→ -28, 2.2, 7, -7, -1.5, 1.3, 5, -0.2, -19
#55 N#CCCN(C(=O)CSc1ccc2c(c1)OCCO2)c1ccc(F)cc1
→ -16, -5.3, -3, 1, 2.8, -2.2, -9, 2.4, -7
#56 Cc1sc2nc(SCC(=O)NCCOCCO)nc(N)c2c1C
→ -6, -2.1, -8, 1, 0.2, -2.8, -2, 0.4, 28
#57 C/C(=N\N=C1/SC(CC(=O)O)C(=O)N1c1ccccc1)c1ccc(C)cc1 (stereo unspecified)
→ -24, -2.6, -10, 21, 0.0, -1.6, 0, -0.6, 18
#58 COc1cc(OC)c(C2N(C)c3ccccc3N2C)cc1OC
→ -1, -1.5, ·, 11, -0.1, -0.5, 7, 0.9, -14
#59 CCOC(=O)c1cn(CC)c2cc(Cl)c([N+](=O)[O-])cc2c1=O
→ 8, -4.4, 2, 10, -1.4, -2.0, -11, -1.1, 6
#60 COc1ccc(C(=O)/C=C/c2ccc(O)cc2)cc1
→ -6, -1.3, -7, 4, 2.0, -0.5, -16, 0.7, 16

High-throughput results: PubChem BioAssay, several laboratories
